High-throughput results as filed in PubChem.
Abeta yeast res: compounds reversing amyloid beta toxicity in yeast | yeast expressing A-beta42, growth rescue, OD600, 48 h; response scale: 0% DMSO, 100% iron-clioquinol control | Potency, µM (titrated, usually from 46.1 µM), without a hit: at the highest dose growth rescue, most hits filed as activators | 410,000 compounds, 0.063% hits | AID 1347071; also: potency is read from the fitted curve at half-maximal effect; nearly all actives have a fitted effect of over 55% in size
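Yeast A-beta toxicity model in growth medium with pinned compounds, 48 h at 30 C; growth read as absorbance at 600 nm. Normalized to FeCl3/clioquinol equimolar mix (positive) and DMSO (negative).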
FUS suppressor: FUS proteinopathy suppression in yeast. S. cerevisiae FUS-expressing, growth rescue, OD600, 24 h. Potency, µM (series often up to 76.6 µM), for the others: at the top dose growth rescue (activation), usual class: activators. 390,000 compounds, 0.24% hits. AID 1347120;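 also: potency is read from the fitted curve at half-maximal effect; plate controls were DMSO vehicle for no effect and reference control for full effect; nearly all actives have a fitted effect of over 55% in size; some results filed as inactive show a strong effect at the top dose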
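Absorbance at 600 nm, taken 24hr after compound addition, measured rescue of FUS-yeast growth at 30C. Induction used 2% galactose with seeding at OD 0.005. Controls: CP55940 from 92uM final, DMSO only.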
EPAC1 antagonist: antagonists of human EPAC1. 360,000 compounds, 0.14% hits. O95398. AID 720709. EPAC1 GEF assay, Rap1b-BODIPY-GDP exchange fluorescence. Potency, µM (doses to about 115 µM), inactives show at the top dose activity change, negative = inhibition, most hits filed as inhibitors;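 also: potency is read from the fitted curve at half-maximal effect; plate controls were vehicle for no effect and positive control for full effect; nearly all actives have a fitted effect of over 50% in size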
PI5P4K alpha inh: PI5P4K alpha (human) kinase inhibition; 330,000 compounds, 1.2% hits; max response, %; PI5P4Kalpha enzyme, ADP-Glo luminescence, 60 min; stronger effect = lower value; P48426; active = max response of -50% or lower; inconclusive = between -30% and -50%; inactive = -30% or higher; also: value at the top dose of about 77 µM; % is scaled to controls: 0 for no effect and ±100 for the full control effect
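Enzyme plus substrate dispensed, test compounds pinned in, then ATP (5 microM final) added. After 60 min at RT, ADP-Glo reagent 1 for 45 min and reagent 2 for 30 min preceded luminescence imaging.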
EPAC1 agonist: activates human EPAC1 exchange factor; 360,000 compounds, 0.073% hits; EPAC1 agonist qHTS, biochemical assay; response scale: 100% = response to 6.5 mM cAMP; Potency, µM (highest dose often 154 µM), without a hit: top-dose activation, hits mostly activators; also: potency is read from the fitted curve at half-maximal effect; nearly all actives have a fitted effect of over 60% in size
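Fluorescent GDP-exchange assay: 100 nM EPAC1 with 250 nM Rap1B preloaded with BODIPY-GDP and 50 uM GDP; compounds tested as concentration series, 5 min at room temperature, then read every 5 min for 30 min (ex 480/em 540 nm); normalized to 6.5 mM cAMP.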
aSyn yeast inh: inhibitors of alpha-synuclein toxicity in yeast; Yeast expressing alpha-synuclein, growth rescue, BacTiter-Glo, 24 h; Potency, µM (series often up to 46.1 µM), inactives show at the top dose growth rescue (activation), most hits filed as activators; 370,000 compounds, 0.14% hits; AID 652106; also: potency is read from the fitted curve at half-maximal effect; % of control where 0% means no effect; nearly all actives have a fitted effect of over 65% in size
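Galactose-induced alpha-syn yeast (OD600=0.02, raffinose-pregrown) + pinned cpd, 24 hr, 30 deg C; growth by BacTiter-Glo luminescence. Growth restoration scores as activation.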
IL-2 act: activates IL-2 in a cell-based reporter assay; IL-2 activation reporter assay, cell-based qHTS; stimulated with anti-CD3/CD4/CD28 beads; in transgenic mouse T cells; activation, % (series mostly up to about 46 µM); 360,000 compounds, 0.065% hits; AID 652025; in the data active = activation above about 50%; inconclusive = mostly about 30% to 49%; also: 0% is about no effect
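Using fluorescent plate cytometry, EGFP and DsRed are detected in transgenic mouse T cells stimulated 18 h at 37 degrees C with antibody-coated beads after 60 min compound pretreatment.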
WRN helicase inh: WRN helicase (human) inhibition. WRN helicase unwinding, fluorescent forked duplex, kinetic. 360,000 compounds, 0.46% hits. Potency, µM (doses to about 114 µM), without a hit: at the highest dose activity change, negative = inhibition, actives largely listed as inhibitors. Q14191; also: potency is read from the fitted curve at half-maximal effect; % is scaled to controls: 0 for no effect and ±100 for the full control effect; nearly all actives have a fitted effect of over 55% in size
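WRN at 20 nM final was preincubated with compound for 15 min at room temperature; reaction started with 100 nM forked duplex oligonucleotide carrying fluorophore and quencher plus 2 mM ATP (final). Unwinding followed kinetically by red fluorescence (ex 525/em 598 nm).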
PLK1 PBD inh: blocks phosphopeptide binding to human PLK1 polo-box domain; Plk1 PBD binding of FITC phosphopeptide, fluorescence polarization; Potency, µM, without a hit: max response, negative = inhibition, actives largely listed as inhibitors; 360,000 compounds, 2.8% hits; also: potency is read from the fitted curve at half-maximal effect; series mostly up to about 57 µM; % is scaled to controls: 0 for no effect and ±100 for the full control effect; nearly all actives have a fitted effect of over 65% in size
* marks the source's active call; other numbers are inactive results; ? = inconclusive; / = no result given; [ ] = dose if it differs, or a comment. Unless noted, calls follow the shape of the dose curve; as a rule, active = well fitted curve in the direction sought with a large enough effect; inconclusive = small, poorly fitted or top-dose-only effect, or another doubt; inactive = no such curve, though single readings can be large; an effect the other way counts as inactive or inconclusive.

SMILES	Abeta yeast res	FUS suppressor	EPAC1 antagonist	PI5P4K alpha inh	EPAC1 agonist	aSyn yeast inh	IL-2 act	WRN helicase inh	PLK1 PBD inh
CC(C)(C)C(=O)Nc1cc2c3c(c1)CCN3C(=O)CC2	15%	-8%	8%	1	3%	-9%	-2.0	-3%[57.1 µM]	4%
COc1ccc2c(C#N)c3ccccn3c2c1	-1%	8%	5%	2	-18%	2%	-2.1	9%	-18%
N#Cc1c(N2CCCCC2)nc(N)c2c(N)nc(SCC(=O)O)cc12	26%	30%	?	-87*	26%	2%	0.5	50µM*	?
COc1ccc(S(=O)(=O)N2CCOCC2)cc1NC(=O)c1cc2c(s1)CCCC2	5%	/	2%	-4	-2%	1%	-3.6	1%	0%
COC(=O)[C@@H](Cc1ccccc1)NC(=O)Cn1cnc2c(SC)nc(N)nc21	2%	0%	-5%	1	-1%	1%	0.3	-5%	-20%
C=CCn1c(O)c(C=Nc2ccccc2)sc1=S	6%	16%	-11%	-10	-16%	-4%	-0.3	-29%	2%
COc1ccc(CCNC(=O)CN(c2cccc([N+](=O)[O-])c2)S(C)(=O)=O)cc1OC	-5%	-37%	-8%	5	2%	2%	-1.7	-9%	-9%
COc1cccc(NC(=O)CN(C)C(=O)c2cc(C)on2)c1	1%	-4%	-9%	-11	-6%	-2%	5.2	-14%	-9%
CCOc1ccc2nc(NC(=O)CCC(=O)c3cccs3)sc2c1	9%	9%	3%	?	-8%	2%	1.4	-2%	-6%
COc1ccc(NC(=O)C2CCN(S(=O)(=O)c3cccc4nonc34)CC2)cc1OC	9%	5%	15%	0	1%	0%	-0.1	1%	-7%
Cc1ccnc(NC(=O)CCC(=O)N(CC(=O)NCc2ccccc2)Cc2ccc(F)cc2)c1	8%	24%	5%	6	1%	0%	-0.5	6%	-6%
Cn1cccc1Cc1nnc(SCC(=O)NCC2CCCO2)n1C (stereo not given)	-8%	-1%	-5%	-15	-4%	1%	1.1	2%	24µM*
COc1ccc(-c2nnc(NC(=O)C3CCCN3S(=O)(=O)c3cccs3)o2)cc1 (stereo not given)	3%	1%	9%	-9	1%	16%	-5.5	-28%	-1%
Cc1cc(C)n(C(=O)c2cc(F)c(F)cc2C)n1	-2%	4%	10%	-10	-2%	2%	-3.7	-1%	-9%
Cc1oncc1C(=O)Nc1cccc2ccccc12	0%	-14%	18%	8	-9%	5%	-0.1	1%	5%
CCOC(=O)c1c(O)cc(C)cc1Nc1ccccc1	-4%	13%	-7%	5	5%	-2%	-0.3	-1%	-6%
NC(=O)c1nsc(C(=O)N(c2ccccc2)C(C(=O)NCC2CCCO2)c2ccc3ncccc3c2)c1N (stereo not given)	-12%	0%	-3%	-2	-13%	6%	-0.5	0%	1%
CCOc1ccc(N2C(=O)S/C(=C\c3ccc(O)c(OC)c3)C2=O)cc1	-1%	22%	6%	-4	-1%	-18%	1.5	-8%	-3%
CCOC(=O)N1CCN(S(=O)(=O)N2CCCC(C(=O)NC(C)c3ccccc3)C2)CC1 (stereo not given)	8%	-4%	-5%	0	4%	1%	-1.1	0%	-7%
CC(C)CC(c1nnnn1C1CCCC1)N1CCN(c2ccccc2F)CC1 (stereo not given)	-53%[inhibitor]	-2%	-5%	4	8%	-3%	0.1	-10%	1%
CCCCn1c(=O)n(CC(=O)Nc2c(CC)cccc2CC)c(=O)c2c1nc(CO)n2CCC	5%	15%	-6%	-2	-1%	-10%	1.7	-2%	3%
COCCNC(=O)CNS(=O)(=O)c1ccc2nc(C)sc2c1	-3%	13%	5%	-6	15%	-2%	1.8	3%	-8%
COc1cccc(/C=N/n2c(-c3ccco3)nc3ccccc3c2=O)c1	2%	/	-15%	-2	0%	-9%	-1.6	-10%	0%
Cc1ccccc1NC(=O)C1CCN(C(=O)N2CCOc3ccccc32)CC1	-9%	-10%	-13%	8	-1%	-2%	-1.8	0%	-5%

3 neighbouring entries from above, for reference:
SMILES	Abeta yeast res	FUS suppressor	EPAC1 antagonist	PI5P4K alpha inh	EPAC1 agonist	aSyn yeast inh	IL-2 act	WRN helicase inh	PLK1 PBD inh
COCCNC(=O)CNS(=O)(=O)c1ccc2nc(C)sc2c1	-3%	13%	5%	-6	15%	-2%	1.8	3%	-8%
COc1cccc(/C=N/n2c(-c3ccco3)nc3ccccc3c2=O)c1	2%	/	-15%	-2	0%	-9%	-1.6	-10%	0%
Cc1ccccc1NC(=O)C1CCN(C(=O)N2CCOc3ccccc32)CC1	-9%	-10%	-13%	8	-1%	-2%	-1.8	0%	-5%

Following part.
SMILES	Abeta yeast res	FUS suppressor	EPAC1 antagonist	PI5P4K alpha inh	EPAC1 agonist	aSyn yeast inh	IL-2 act	WRN helicase inh	PLK1 PBD inh
Cc1cn([C@H]2C[C@H](O)[C@@H](CNCc3cc(Cl)ccc3OCc3ccc(Cl)cc3)O2)c(=O)[nH]c1=O	8%	-13%	-3%	-3	2%	-5%	1.0	0%	-4%
CC1CCC(NC(=O)C(NC(=O)c2ccccc2)C(C)C)CC1 (stereo not given)	-1%	-8%	4%	4	11%	-8%	2.4	4%	-13%
CCOC(=O)[C@@H]1[C@H]2COc3ccccc3[C@H]2N2C(=O)N(c3cccc(F)c3)C(=O)[C@]12C	-7%	26%	-9%	-1	8%	0%	-2.2	-3%	-4%
CC(CCc1ccccc1)NC(=O)COC(=O)C1CCC(C(C)(C)C)CC1 (stereo not given)	5%	25%	-12%	-1	-10%	4%	-1.1	-10%	5%
O=C(Cn1c(=O)c2ccccc2n(CC(=O)N2CCCCC2)c1=O)N1CCCCC1	6%	-23%	6%	0	-9%	-1%	-0.7	-4%	0%
COc1ccc(C)cc1NC(=O)NCCC1=CCCCC1	12%	-26%	-4%	/	5%	-5%	-1.8	-6%	-8%
O=C1Nc2ccccc2C(=O)N2[C@H](c3ccc(F)cc3)[C@@H]3C(=O)N(Cc4ccccc4)C(=O)[C@@H]3[C@H]12	1%	27%	-6%	0	-5%	1%	2.3	1%	-4%
COc1ccc(C2/C(=C(/O)c3ccc(Br)cc3)C(=O)C(=O)N2C)cc1OC (stereo not given)	-15%	10%	-9%	1	-6%	-4%	0.2	8%	1%
CCc1nc(C)c(C#N)c2cc(OC)c(OC)cc12	0%	-8%	13%	2	4%	-1%	-1.4	-5%	-4%
CCC(=O)Nc1ccc(Cl)c(NC(=O)c2c(OC)cccc2OC)c1	3%	8%	12%	4	-7%	0%	2.4	9%	1%
Cc1ccc(C(=O)NC(C)c2ccc(-n3ccnc3)cc2)o1 (stereo not given)	-4%	27%	-13%	-4	12%	3%	0.7	-9%	5%
COc1ccccc1OCC(=O)NNC(=O)C1CCN(c2ncnc3sc(C)c(C)c23)CC1	-15%	-6%	-14%	2	1%	0%	-1.1	6%	-7%
Cc1ccccc1NC(=O)N1CCN(S(=O)(=O)c2ccccc2)CC1	8%	-3%	9%	-8	0%	5%	-0.6	17%	17µM*
C=CCN1C(=O)C(=O)N(CC(=O)c2ccc3c(c2)CCCC3)C1=O	11%	?	-15%	-1	1%	9%	0.2	2%	-3%
O=C(NCCc1ccccc1)c1ccc(=O)oc1	-1%	-4%	0%	-3	0%	-11%	-2.1	15%	-9%
O=C(COc1cccc(C(F)(F)F)c1)Nc1ccc(S(=O)(=O)N2CCCC2)cc1	-9%	40%	-4%	/	14%	7%	-2.4	-7%	-8%
O=C(N/N=C/c1cccc([N+](=O)[O-])c1)c1cccc(Br)c1	-2%	2%	1%	-5	7%	4%	-1.7	0%	30µM*
CCOC(=O)c1nc2ccccc2c(C)c1C	6%	24%	?	-6	6%	-6%	0.7	-9%	-16%
COc1ccc(N2CC(C(=O)Nc3ccc(S(=O)(=O)N4CCOCC4)cc3)CC2=O)cc1 (stereo not given)	0%	16%	-1%	-6	-4%	8%	-1.6	3%	-2%
CN1C(=S)SC(/[N+]([O-])=C\c2ccco2)C1(C)C (stereo not given)	-16%	-3%	16%	0	3%	-4%	-1.7	8%	-18%
Cc1nn(-c2ccccc2)c(Cl)c1C(=O)NCC(C)C	0%	-5%	5%	0	-16%	-18%	0.3	6%	-2%
COc1ccc(-n2nc([N+](=O)[O-])c(=NCc3ccc4c(c3)OCO4)n2O)cc1	-8%	/	5%	-5	1%	20%	-3.6	1%	-11%
OC[C@H]1O[C@@H](c2nc(-c3nc(-c4ccc(F)cc4)no3)cs2)[C@H](O)[C@@H]1O	-4%	3%	-24%	0	-7%	2%	0.4	-2%	3%
Cc1ccc(OCCC(=O)OCC(=O)Nc2cc(C)cc(C)c2)cc1	3%	4%	2%	10	-3%	-1%	-1.7	3%	-7%
O=C(Nc1ccc2c(c1)OCO2)c1ccc2c(c1)S(=O)(=O)c1ccccc1C2=O	1%	-6%	-5%	0	-2%	-2%	-0.2	-5%	-19%
Cc1nn(C(=O)C(C)N2C(=O)c3ccccc3C2=O)c(C)c1Br (stereo not given)	-15%	/	2%	1	-1%	5%	-0.6	1%	-5%
CCCn1c(Nc2ccccc2C)nc2ccccc21	?	5%	11%	-4	-2%	-4%	-0.1	-5%	0%
CN1C(=O)c2ccccc2C(C(=O)O)C1c1cn(C)c2ccccc12 (stereo not given)	3%	20%	-1%	-1	5%	-2%	1.0	5%	?
N/C(Cc1nc(-c2ccc(Br)cc2)cs1)=N\O	-20%	24%	-8%	0	1%	-6%	0.2	11%	-3%
NNC(=O)C(=O)Nc1ccc(Cl)c(Cl)c1	-22%	8%	6%	-5	-18%	-2%	-0.7	-9%	-1%
Cc1ccc(S(=O)(=O)N(Cc2n[nH]c(=S)n2-c2ccccc2)c2cccc(Cl)c2)cc1	-2%	4%	-9%	-7	5%	-8%	-1.9	2%	0%
CS(=O)(=O)c1cccc(C(=O)N(CCc2ccccc2)Cc2cccs2)c1	7%	29%	23%	3	0%	0%	0.1	5%	-9%
